PrPC surface inh = inhibitors of human cell surface prion protein PrPC, primary screen, cell-based, TR-FRET; Major prion protein (Homo sapiens), P04156; TR-FRET read-out; inhibition, % at 13.8 µM; 370,000 tested, 0.43% active; in the data active = inhibition above about 24%; also: 0% = median of the test wells and 100% = reference compound wells
CCHFV vOTU inh = CCHFV vOTU protease inhibitors, primary screen, biochemical, Pep-AMC substrate, fluorescence; Crimean-Congo hemorrhagic fever virus L polyprotein viral ovarian tumor (vOTU) protease …; inhibition, % at 11.5 µM; 370,000 tested, 0.55% active; AID 651958, 2012; in the data active = inhibition above about 30%; also: 0% = vehicle wells with enzyme and 100% = no enzyme wells
* marks the source's active call; other numbers are inactive results. The list is partial; the hit share may differ from the screen's.

SMILES | PrPC surface inh | CCHFV vOTU inh
CCN(C)C(=O)CN1C(=O)C2CCCCN2C(=O)c2ccccc21 (stereo not given) | -2 | -3
COc1ccc(-c2c(Cc3ccccc3)nc(NC(=O)c3ccccc3)n2C)cc1 | 2 | 0
COC(=O)Cc1nnn2c1[C@@H](C)[C@@H](c1ccccc1Br)OC[C@H](C)C2 | -2 | -3
COC(=O)C1=C(C)N(Cc2cccc(C(F)(F)F)c2)C(=NCc2ccc3c(c2)OCO3)NC1c1ccc(Cl)cc1 (stereo not given) | -12 | 9
COc1ccc(N2C(=O)c3n[nH]c(C(C)C)c3C2c2ccc(C)cc2)cc1 (stereo not given) | -2 | 3
COC(=O)[C@]12C[C@H](CC(=O)NCC34CC5CC(CC(C5)C3)C4)C(=O)N(CCc3ccc(OC)c(OC)c3)C1=C[C@H](C1CCCC1)O[C@@H]2C | -2 | 17
C=CC(=O)Nc1cccc(Oc2nc(Nc3ccc(N4CCN(C)CC4)cc3OC)ncc2Cl)c1 | -5 | 7
CC(C)C[C@H](NC(=O)CC1CCCC1)C(=O)N1CCC[C@H]1C(=O)NCc1ccccc1 | -3 | 12
Cc1ccccc1NC(=O)N(C)[C@H]1C[C@H]2c3[nH]c4c(-c5ccccc5)cccc4c3CCN2C[C@H]1[C@H](C)O | -17 | 4
COC(=O)c1cccc(OC[C@@H](O)CN2CCC(C(O)(c3ccccc3)c3ccccc3)CC2)c1 | -11 | 13
C#CCN1C(=O)[C@]2(OC[C@@H]3Cc4ccccc4[C@@H]3C=C2C)c2ccccc21 | 5 | 0
Cc1ccc(-n2c(COc3ccccc3)nnc2SCC(=O)Nc2ccc3c(c2)OCO3)cc1 | 14 | 10
O=C(NCCc1ccccc1)OCc1cn(-c2ccc(Cl)cc2)nn1 | 9 | 1
CCCCNC(=O)C(NC(=O)c1cnccn1)C(=O)c1ccccc1 (stereo not given) | -3 | 9
Nc1nc2ncccn2c1-c1ccc(F)c(F)c1 | -9 | -15
Oc1ccc2ccccc2c1C=NN1CCN(Cc2ccc(Cl)cc2)CC1 | -1 | 1
COc1ccc(C2CCC3(CCC(=O)N3CCO)CC2)cc1 (stereo not given) | 0 | -1
O=Cc1ccccc1Cl | 4 | -2
COC(=O)[C@]12C[C@H](CC(=O)NCCCN3CCCC3=O)C(=O)N(Cc3cccc4ccccc34)C1=C[C@H](C(C)(C)C)O[C@@H]2C | -11 | 12
Cc1ccccc1CN1CCCCC(NC(=O)c2ccc3ccccc3c2)C1=O (stereo not given) | -1 | 12

Single records (already shown).
C=CC(=O)Nc1cccc(Oc2nc(Nc3ccc(N4CCN(C)CC4)cc3OC)ncc2Cl)c1 in the list: PrPC surface inh: -5; CCHFV vOTU inh: 7
COc1ccc(-c2c(Cc3ccccc3)nc(NC(=O)c3ccccc3)n2C)cc1 in the list: PrPC surface inh: 2; CCHFV vOTU inh: 0

Carrying on:
SMILES | PrPC surface inh | CCHFV vOTU inh
CCCCCNC(=O)C1C(=O)Nc2ccccc2C(=O)N1c1c(C)cccc1C (stereo not given) | -5 | 3
COc1ccc(C(=O)C2(C(=O)NCc3ccccc3)CC(c3ccccc3C(F)(F)F)=NO2)cc1 (stereo not given) | 9 | 15
CCc1c(-c2cccc(OC)c2)ncn1Cc1cccc(-c2ccccc2)c1 | 10 | 21
CCOC(=O)[C@]12CCCC=C1N(CCCOC)C(=O)[C@@H]2CC(=O)NCCCCc1ccccc1 | 5 | 1
Cc1cccc(C=NNc2cc(C)c3cccc(C)c3n2)n1 | 17 | 8
CN(C(=O)C1CCN(c2cncnc2)CC1)C1CCCCC1 | 4 | -5
C[C@@H]1ON(C)[C@H]2C[C@H]3c4[nH]c5c(-c6ccc7c(c6)OCO7)cccc5c4CCN3C(=O)[C@@H]12 | -1 | 1
C=CCCC1CN(Cc2ccc(OC)cc2)S(=O)(=O)c2c(cccc2N2CCCC2)O1 (stereo not given) | 10 | 11
O=C(N=C1N(CC2CC2)CC2(C=C3CCCCC3n3c(=O)n(-c4ccccc4)c(=O)n32)N1C(=O)OCc1ccccc1)c1ccccc1 (stereo not given) | 6 | 7
C[C@@H]1CN([C@H](C)CO)C(=O)c2ccccc2-c2ccccc2CO[C@@H]1CN(C)C(=O)Nc1ccccc1 | 1 | 1
COc1ccc2c(c1)CNC2CS(=O)(=O)NCC(C)C (stereo not given) | -3 | 2
Cc1cc2c(cc1C)-n1nnnc1C(N1CCCC1)C(=O)N2 (stereo not given) | -8 | 14
Cc1ccccc1Cn1cc(CN2[C@@H](CC(C)C)COc3cccc(F)c3S2(=O)=O)nn1 | 5 | 6
COc1cccc(Cn2c(C(C)n3c(-c4cnccn4)nc4ccccc43)nc3ccccc32)c1 (stereo not given) | 1 | 4
O=C(NCCc1ccccc1)OCc1cn(Cc2ccc(F)cc2F)nn1 | 9 | -4
COC(=O)[C@]12C[C@H](CC(=O)NCc3cccs3)C(=O)N(Cc3ccc4c(c3)OCO4)C1=C[C@H](COCc1ccccc1)O[C@@H]2C | -7 | 2
COc1ccccc1-c1ccc([C@@H]2C[C@H]3[C@H](CON3C)CN2S(=O)(=O)c2cc(Cl)cc(Cl)c2)cc1 | 4 | -6
CCN(CC)CCN1C(=O)C(=O)/C(=C(/O)c2ccc(OCC(C)C)cc2)C1c1ccncc1 (stereo not given) | 0 | -7
O=C(NCc1ccc(F)c(F)c1)C1C2C=CC3(CN(Cc4ccccc4)C(=O)C13)O2 (stereo not given) | -1 | 5
COC(=O)C(C(=O)OC)[C@H]1C=C[C@@H](C(=O)NS(=O)(=O)c2ccc(C)cc2)N(C(C)=O)C1 | -4 | -5
O=C(N[C@H](C(=O)N1CCC[C@H]1C(=O)NCCc1ccccc1Cl)c1ccccc1)c1ccc(Cl)cc1Cl | 1 | 4
CCCCCCCCN1C(=O)[C@@H](CC(=O)NCCC(C)C)C[C@@]2(C(=O)OC)C1=C[C@H](C(C)C)O[C@@H]2C1CC1 | 0 | 35*
COc1cccc(NC2=NCCS2)c1 | -1 | 9
COc1ccc(CN2C(=O)CSCC2(C)C(=O)Nc2c(C)cccc2C)cc1 (stereo not given) | 6 | 6
CCCCCC(=O)NC1CCCCN(Cc2ccc(Cl)cc2)C1=O (stereo not given) | -2 | 0
COC(=O)[C@@]12C[C@@H](CC(=O)NCCC(C)C)C(=O)N(Cc3ccco3)C1=CCC(C)(C)C2 | 10 | 23
O=C(/C=C(\Nc1ccc(Cl)c(Cl)c1)c1ccccc1)c1ccccc1 | -1 | -1
Cc1cc(N2CCNC[C@@H]2C)ccc1N1CCS(=O)(=O)CC1 | -3 | -12
C[C@@H](NC(=O)c1ccccc1OCC(=O)Nc1ccc(I)cc1)C(=O)N(C)Cc1ccccc1 | 0 | 5
COc1cc(NC(=O)CSc2nc(C)cc(=O)[nH]2)cc(OC)c1 | -4 | 2
C[C@@H]1CCN(C2CC2)S(=O)(=O)c2ccc(N3CCC[C@@H]3C)cc2O1 | 2 | 0
COc1ccccc1C(CC(=O)c1ccccc1)C(=O)c1ccccc1 (stereo not given) | -8 | -1
Cc1n[nH]c(C)c1S(=O)(=O)NCCc1ccccc1 | 1 | 2
C[C@H]1COc2cc(Br)ccc2S(=O)(=O)N1Cc1cn(Cc2ccc(F)cc2)nn1 | -6 | 2
Cc1cc(-c2n[nH]c(=S)n2N=Cc2cccc(OCc3ccccc3)c2)n[nH]1 | -2 | 6
CCOc1ccc(-n2c(SCC(=O)Nc3ccccc3-c3ccccc3)nnc2-c2ccccc2)cc1 | 2 | 10
Fc1ccc(Cn2ccc3ccc(-c4ccc5ccn(Cc6ccccc6)c5c4)cc32)cc1 | -5 | 11
CCNC(=S)NNC(=O)CSc1nnc(-c2ccccc2)n1-c1ccc(Cl)cc1 | -4 | -1
Cc1cccc(C)c1N1C(=O)c2ccccc2NC(=O)C1C(=O)Nc1ccc(N2CCOCC2)cc1 (stereo not given) | 13 | 2
COc1ccccc1CNc1ccc2c(c1)OC[C@H](CC(C)C)NS2(=O)=O | 4 | 2

Of the compounds above, these contain an NH in an aromatic ring:
SMILES | PrPC surface inh | CCHFV vOTU inh
COc1ccc(N2C(=O)c3n[nH]c(C(C)C)c3C2c2ccc(C)cc2)cc1 (stereo not given) | -2 | 3
Cc1ccccc1NC(=O)N(C)[C@H]1C[C@H]2c3[nH]c4c(-c5ccccc5)cccc4c3CCN2C[C@H]1[C@H](C)O | -17 | 4
C[C@@H]1ON(C)[C@H]2C[C@H]3c4[nH]c5c(-c6ccc7c(c6)OCO7)cccc5c4CCN3C(=O)[C@@H]12 | -1 | 1
COc1cc(NC(=O)CSc2nc(C)cc(=O)[nH]2)cc(OC)c1 | -4 | 2
Cc1n[nH]c(C)c1S(=O)(=O)NCCc1ccccc1 | 1 | 2
Cc1cc(-c2n[nH]c(=S)n2N=Cc2cccc(OCc3ccccc3)c2)n[nH]1 | -2 | 6

The listing continues:
SMILES | PrPC surface inh | CCHFV vOTU inh
COC(=O)C1(C(=O)OC)c2ccccc2N(S(=O)(=O)c2ccc(C)cc2)C1CC(=O)c1ccccc1 (stereo not given) | 3 | 4
Cc1ccc(NC(=O)[C@H]2CC(=O)O[C@@H]2c2ccccc2)c(C)c1 | -7 | 1
C#Cc1cccc(Nc2ncnc3cc(OCCOC)c(OCCOC)cc23)c1 | 1 | 9
CC(=O)N1c2ccccc2N=C(c2ccc(C(F)(F)F)cc2)C1C(=O)NC(C)C (stereo not given) | 2 | 30*
CCCC(=O)N1CCC(C(=O)NC2CCCc3ccccc32)CC1 (stereo not given) | 8 | 0
O=C(CCc1c[nH]c2ccccc12)Nc1ccc(Nc2cccnc2)c(Br)c1 | 4 | -1
COCCCNC(=O)C[C@H]1C[C@@]2(C(=O)OC)C(=C[C@H](C(C)(C)C)O[C@@H]2C)N(Cc2ccco2)C1=O | -6 | 1
CCOc1ccc(-n2c(SCC(=O)Nc3ccc(S(=O)(=O)Nc4nccs4)cc3)nnc2-c2ccco2)cc1 | 3 | 11
COc1ccc(C(C(=O)NC(C)(C)C)n2c(=O)c(-c3cc4ccccc4[nH]3)nc3ccccc32)cc1 (stereo not given) | -5 | -12
Nc1nc2c(ncn2[C@@H]2O[C@H](C(=O)N[C@H](Cc3ccccc3)C(=O)NCc3ccccc3)[C@@H](O)[C@H]2O)c(=O)[nH]1 | -6 | -10
COC(=O)C1CN(C2CC2)CCS(=O)(=O)N1Cc1cn(Cc2ccc(Cl)cc2)nn1 (stereo not given) | 0 | -8
CCn1c(SCC(=O)NN=Cc2c(C)nn(-c3ccccc3)c2C)nnc1-c1ccc(OC)c(OC)c1 | -2 | -2
Fc1ccc(-c2n[nH]c(=S)n2N=Cc2ccc(OCc3ccccc3)cc2)cc1 | -2 | 18
Cn1c(COc2ccccc2)nnc1SCC(=O)Nc1ccccc1-c1ccccc1 | 1 | -2
CCOC(=O)CC[C@@H]1CC[C@]2(CCCN(Cc3nccn3C)C2)O1 | -3 | -4
O=C(OCc1cn(Cc2ccc(F)cc2)nn1)N1CCOCC1 | 1 | -4
COC(=O)c1cc2c(c3c4cc(F)ccc4n(S(=O)(=O)c4ccc(C)cc4)c13)C(=O)N(c1ccc(OC)cc1)C2 | -2 | 5
CCOC1=C2CN(S(=O)(=O)c3ccc(C)cc3)C(c3ccc(CC)cc3)CC2n2c(=O)n(-c3ccccc3)c(=O)n2C1 (stereo not given) | -1 | 24
C=CCN1C(=O)[C@@H](CC(=O)NCCCN2CCCC2=O)[C@]2(C(=O)OC)CCCCC=C12 | 3 | -1
CC(C)[C@H](NC(=O)[C@@H](N)Cc1ccccc1)C(=O)N1CCC2CCN(Cc3ccccc3)CC21 (stereo not given in full) | -7 | -4
CC(=O)c1ccc([C@H](O)[C@@H](C(=O)N(C)c2ccccc2)C2CC2)cc1 | -5 | 3
O=C(C1CCCCC1)n1ccc2ccc(-c3ccc4ccn(Cc5ccccc5)c4c3)cc21 | 1 | 3
O=C(Cc1c[nH]c2ccccc12)Nc1ccc(Nc2cccnc2)cc1 | 0 | 8
Cc1ccc(NC(=O)c2ccc(CS(=O)(=O)Cc3ccccc3C)o2)cc1C | -5 | 3
C/C(=N/NC(=O)CSc1nnc(SCc2ccc(C)cc2)s1)c1cccc(O)c1 | 2 | 7
COC(=O)C1(C(=O)OC)C[C@H](c2ccccc2)N(Cc2ccccc2OC)[C@@H]1c1ccccc1 | -2 | 23
CCOC(=O)[C@@]12CN(C(=O)OC(C)(C)C)CC=C1N(Cc1ccc(OC)cc1)C(=O)[C@H]2CC(=O)NCCCCc1ccccc1 | 3 | 17
O=C(NCCN1CCC2(CC1)C(=O)NCN2c1ccccc1)c1cc(C(F)(F)F)ccc1C(F)(F)F | -2 | -11
CCCCCCc1ccc(-c2ccc(C#N)cc2)cc1 | 9 | 2
CCCCCCCCN1C(=O)[C@H](CC(=O)NCc2cccc3ccccc23)C[C@@]2(C(=O)OC)CC(C)(C)CC=C12 | 3 | 27
CCN(C(=O)C1CCN(c2ncccn2)CC1)c1ccccc1 | 4 | -8
COc1cccc(C(=O)N[C@@H](Cc2cccnc2)C(=O)N2CCC[C@H]2C(=O)NCc2ccccc2)c1 | -2 | -7
O=S1(=O)C=CCN1Cc1cn(Cc2ccc(F)cc2)nn1 | 5 | 14

High-throughput results: PubChem BioAssay, The Scripps Research Institute Molecular Screening Center
